# STAT3 activator: activators of IL-6 induced STAT3 signaling | U3A cells, IL-6 STAT3-luciferase reporter, luminescence; 100% = signal with IL-6 EC80 alone | activation (% of control), % at 5.6 µM | actives 0.91% (n = 190,000);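 active = activation above the screen-wide mean of compound activation plus 3 SD, cut at about 130% in these data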;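 note: 0% = background luminescence of wells with medium and substrate only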
#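 Detection: reporter luminescence signal / Assay system: STAT1-lacking human U3A cells, STAT3 luciferase reporter / Incubation: compound pre-incubation 1 h before IL-6, then 6 h stimulation at 37 °C / Control set: IL-6-only high control / Read-out: % activation relative to IL-6 control / Probe or stimulus: Interleukin-6, 33 ng/mL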
# NF-kB expr up: raises NF-kB expression in human neuronal cells; actives 1.6% (n = 190,000); NF-kB reporter expression; hits give high values; fold change at 12.5 µM; in the data active = fold change above about 3.3
# Hsp70 act: Hsp70 transcriptional activation, primary screen. actives 0.04% (n = 200,000). activation, % at 10 µM. HeLa Hsp70 promoter luciferase reporter, luminescence; scaled: vehicle 0, proteasome-inhibitor control 100%;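 active = activation above the mean across all tested compounds plus 3 SD, cutoff set per campaign, cut at about 5.5% in these data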;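 note: 100% = MG132 at 30 µM as the positive control and 0% = DMSO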
# APP 5UTR inh: APP translation inhibition. SH-SY5Y APP 5'UTR-luciferase reporter, luminescence. inhibition, % at 2 µM. actives 0.82% (n = 190,000). AID 1285;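 active = inhibition above a set limit, derived from the sample mean plus 3 SD, cut at about 45% in these data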; note: values of inactives mirror those of a sister screen read the other way
# STAT1 act: activators of IFN-gamma induced STAT1 signaling; activation (% of control), % at 5.5 µM; NIH 3T3 STAT1-luciferase reporter, luminescence; 100% = IFN-gamma alone, no compound; actives 2.6% (n = 200,000);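 active = activation above the screen-wide mean activation plus 3 SD, cut at about 130% in these data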;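 note: raw ratio to IFN-gamma control signal so 100% means no change and 0% no light; values of inactives mirror those of a sister screen read the other way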
# RAM inhibit: inhibitors of the yeast RAM network; S. cerevisiae dse1pr::URA3 reporter, 5-FOA growth OD615, 2 d; analog-sensitive cbk1-as2 kinase mutant strain; inhibition, % at 50 µM; actives 1.8% (n = 190,000); AID 868;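 active = inhibition above a set limit, 3 SD over mean compound inhibition, cut at about 8.4% in these data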;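 note: 0% = DMSO-only wells with no growth and 100% = 10 µM 1-NA-PP1 full growth; inhibition rescues growth on 5-FOA so higher OD means more RAM inhibition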
# APP 5'UTR act: APP 5'UTR luciferase reporter activation; actives 1% (n = 190,000); AID 1276; activation, % at 2 µM; SH-SY5Y APP 5'UTR luciferase reporter, luminescence; zero percent = DMSO vehicle wells;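 active = activation above a set limit, based on mean plus 3 SD of controls, cut at about 140% in these data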; note: values of inactives mirror those of a sister screen read the other way
# STAT3 blocker: reduces IL-6 driven STAT3 reporter signal. U3A cells, IL-6 STAT3-luciferase reporter, luminescence; host cell line lacks STAT1. inhibition, % at 5.5 µM. actives 0.89% (n = 190,000);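 active = inhibition above the mean inhibition across all screened compounds plus 3 SD, cut at about 44% in these data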;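 note: 0% = DMSO only wells and 100% = 100 µM nifuroxazide control wells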
# FLuc inhib CS: Photinus pyralis luciferase inhibition counter-screen; inhibition, % at 10 µM; ATPLite firefly luciferase biochemical luminescence, 10 min; P08659; actives 1.5% (n = 200,000); AID 1006;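 active = inhibition above about 50% when tested at 10 µM, limit read from the data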
# Target sequence (P08659 whole entry, looked up): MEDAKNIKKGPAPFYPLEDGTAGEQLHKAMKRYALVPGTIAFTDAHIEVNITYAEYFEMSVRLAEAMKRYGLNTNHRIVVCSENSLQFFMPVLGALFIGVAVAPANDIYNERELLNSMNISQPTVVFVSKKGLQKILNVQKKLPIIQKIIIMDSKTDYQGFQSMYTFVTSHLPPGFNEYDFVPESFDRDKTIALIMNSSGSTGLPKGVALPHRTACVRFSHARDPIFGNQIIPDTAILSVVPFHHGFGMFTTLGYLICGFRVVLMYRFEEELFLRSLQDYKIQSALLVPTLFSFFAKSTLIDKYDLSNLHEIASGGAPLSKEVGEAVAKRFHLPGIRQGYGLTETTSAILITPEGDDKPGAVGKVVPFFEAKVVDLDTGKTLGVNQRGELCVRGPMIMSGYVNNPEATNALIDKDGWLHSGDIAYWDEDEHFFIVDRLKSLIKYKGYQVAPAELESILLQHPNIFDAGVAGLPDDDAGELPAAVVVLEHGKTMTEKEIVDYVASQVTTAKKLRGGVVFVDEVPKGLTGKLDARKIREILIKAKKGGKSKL
# STAT1 blocker: reduces IFN-gamma driven STAT1 reporter signal | inhibition, % at 5.5 µM | AID 920 | actives 0.35% (n = 200,000) | NIH 3T3 STAT1-luciferase reporter, luminescence;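 active = inhibition above a set limit, the mean inhibition across all tested compounds plus 3 SD, cut at about 34% in these data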;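 note: 0% = IFN-gamma with DMSO and 100% = IFN-gamma with 300 µM nifuroxazide; values of inactives mirror those of a sister screen read the other way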
# * hit, by the source's call; . = no result given. Compounds as they come; any-hit rate near 7.7%.
SMILES,STAT3 activator,NF-kB expr up,Hsp70 act,APP 5UTR inh,STAT1 act,RAM inhibit,APP 5'UTR act,STAT3 blocker,FLuc inhib CS,STAT1 blocker
COc1cc(/C=C/C(=O)c2c(O)cc(C)oc2=O)cc(OC)c1O,99,1.2,0.1,7,102,0.3,-7,-2,0,-2
Cc1c(NC(=O)CSc2ccc3c(c2)OCCO3)c(=O)n(-c2ccccc2)n1C,98,1.1,-0.1,4,104,1.9,-4,7,-2,-5
CC1CCCN(C(=O)c2cc(F)c(F)cc2Cl)C1 (stereo unspecified),104,0.96,-0.2,-14,99,1.3,14,-1,-1,-2
O=c1[nH]c(N2CCN(c3ccccc3)CC2)nc2c1CCC2,85,0.97,-0.6,-6,92,0.7,6,22,-4,8
CCOc1ccc(C(=O)N2CCCC2)cc1OC,99,1,0.1,-20,100,1.1,20,4,2,0
CC(=N\O)/C(CN(C)C)=N/O,99,0.79,0.0,9,104,1.2,-9,1,0,-2
Cc1noc(C)c1S(=O)(=O)Nc1ccc(C(=O)N2CCC(C)CC2)cc1,102,.,0.0,8,104,-0.9,-8,3,-8,-4
O=C(NCc1ccco1)c1cnn2c(C(F)F)cc(-c3ccccc3)nc12,100,0.52,0.6,-16,98,5.3,16,4,-8,2
COc1cccc(NC(=O)Nc2cc(Cl)ccc2C)c1,96,0.83,-0.1,0,83,1.4,0,12,0,16
Cc1ccc(-c2c(C)sc(NC(=O)C3C4CCC(O4)C3C(=O)O)c2C(=O)OC(C)C)cc1 (stereo unspecified),107,1.3,-0.2,-7,95,2.1,7,-8,-8,5
CCOC(=O)c1ccc(NC(=O)CSc2nc3cccnc3n2C)cc1,59,0.91,-0.2,-21,92,6.1,21,54*,-7,8
Cc1cccc(CCNC(=O)C2CCN(S(=O)(=O)c3ccccc3)CC2)c1,97,0.87,0.1,-28,98,1.1,28,5,-4,0
N#Cc1ccccc1OCC(=O)NC(N)=O,101,1.1,-0.1,-1,100,1.7,1,5,-4,0
OCCOCCNc1ncnc2sc(-c3ccccc3)cc12,105,0.95,-0.3,.,99,1.2,.,-6,-1,-2
COc1ccc([N+](=O)[O-])cc1C(=O)Nc1ccc(Cc2ccncc2)cc1,93,0.97,-0.1,0,92,2.0,-1,15,1,7
S=C(c1ccc[nH]1)N1CCOCC1,96,1.2,0.4,-7,98,2.2,7,8,-6,3
CCOC(=O)CN1C(c2ccccc2O)Nc2ccc(Br)cc2C1c1ccccc1 (stereo unspecified),100,0.93,-0.2,13,94,1.4,-13,0,-3,6
O=C1CC(N2CCC(c3nc4ccccc4s3)CC2)C(=O)N1 (stereo unspecified),102,1.3,0.4,1,101,0.5,-1,2,-8,-1
COc1ccc(NC(=S)N2CCN(c3ccccn3)CC2)cc1,103,1.1,-0.4,.,103,-0.1,.,-4,-8,-3
CC1CCCC(C)N1C(=O)c1cc2ncc(CCCl)cn2n1 (stereo unspecified),93,1.1,-0.4,10,102,2.6,-10,10,-3,-3
NC(=O)C1(N2CCCCC2)CCN(C(=O)c2cccs2)CC1,99,1,-0.1,0,102,0.5,0,9,-5,-3
Cc1ccc2c3c([nH]c2c1C)-c1nonc1CC3,90,2.4,-0.4,-48,119,4.2,48,13,-2,-20
COCCNC(=S)N1CCN(C(=O)C(=O)Nc2ccc(C(=O)OC)cc2)CC1,96,1.7,-0.3,4,101,0.2,-4,7,-7,-1
COc1ccc(N2CCN(C(=O)CNS(=O)(=O)c3ccc(C)cc3)CC2)cc1,101,1.1,0.0,-12,107,3.2,12,0,-3,-8
O=c1cc(-c2ccccc2)[nH]c2cc(F)ccc12,118,2.4,0.2,90*,113,2.7,-90,-24,-2,-14

# Shown as labelled records: part of the list above
> COc1cc(/C=C/C(=O)c2c(O)cc(C)oc2=O)cc(OC)c1O
  STAT3 activator = 99 | NF-kB expr up = 1.2 | Hsp70 act = 0.1 | APP 5UTR inh = 7 | STAT1 act = 102 | RAM inhibit = 0.3 | APP 5'UTR act = -7 | STAT3 blocker = -2 | FLuc inhib CS = 0 | STAT1 blocker = -2

> Cc1c(NC(=O)CSc2ccc3c(c2)OCCO3)c(=O)n(-c2ccccc2)n1C
  STAT3 activator = 98 | NF-kB expr up = 1.1 | Hsp70 act = -0.1 | APP 5UTR inh = 4 | STAT1 act = 104 | RAM inhibit = 1.9 | APP 5'UTR act = -4 | STAT3 blocker = 7 | FLuc inhib CS = -2 | STAT1 blocker = -5

> CC1CCCN(C(=O)c2cc(F)c(F)cc2Cl)C1 (stereo unspecified)
  STAT3 activator = 104 | NF-kB expr up = 0.96 | Hsp70 act = -0.2 | APP 5UTR inh = -14 | STAT1 act = 99 | RAM inhibit = 1.3 | APP 5'UTR act = 14 | STAT3 blocker = -1 | FLuc inhib CS = -1 | STAT1 blocker = -2

> O=c1[nH]c(N2CCN(c3ccccc3)CC2)nc2c1CCC2
  STAT3 activator = 85 | NF-kB expr up = 0.97 | Hsp70 act = -0.6 | APP 5UTR inh = -6 | STAT1 act = 92 | RAM inhibit = 0.7 | APP 5'UTR act = 6 | STAT3 blocker = 22 | FLuc inhib CS = -4 | STAT1 blocker = 8

# More entries follow.
SMILES,STAT3 activator,NF-kB expr up,Hsp70 act,APP 5UTR inh,STAT1 act,RAM inhibit,APP 5'UTR act,STAT3 blocker,FLuc inhib CS,STAT1 blocker
CCNC(=S)NNC(=O)c1ccc(=O)n(Cc2ccccc2)c1,98,1,-0.1,-7,88,-1.0,7,5,-2,12
CCOC(=O)c1cc(-c2ccc(N3CCOCC3)cc2)nn1-c1ccc(F)cc1F,90,1.5,-0.3,14,94,-0.7,-14,19,0,7
O=C(NCc1ccco1)c1cnccn1,102,1.3,-0.1,6,110,-0.7,-6,3,1,-12
CCn1c(Cc2ccccc2)nnc1SCC(=O)Nc1nc2ccccc2s1,108,1.1,-0.4,-1,97,8.3,1,-6,-7,2
Cc1ccc(CNS(=O)(=O)c2ccc(C(C)(C)C)cc2)n1C,95,0.97,-0.1,-9,98,1.7,9,10,4,2
COCCn1c(SCC(=O)Nc2ccc(N3CCOCC3)cc2)nc2ccccc21,101,0.8,-0.3,1,97,0.4,-1,-6,-6,3
O=C1N(Cc2cccnc2)C[C@@H]2C[C@@H](c3ccc4nsnc4c3)N3CCC[C@@]123,95,0.88,-0.1,4,102,1.8,-4,11,-3,-5
COc1ccc(C(=O)n2c(SC)nc3cc4c(cc32)OCCO4)cc1,108,1.3,0.3,-26,108,0.7,26,-3,1,-9
O=c1c2c(C(F)(F)F)cc(C(F)(F)F)nc2[nH]n1-c1ccccc1,103,1.1,-0.4,0,104,2.4,1,3,-3,-4
C=CCOc1cccc(/C=N/NC(=O)C(=O)NCc2ccco2)c1,94,1.1,0.1,4,101,-0.5,-4,15,-3,-1
Cc1csc(NC(=O)CNC(=O)OCc2ccccc2)n1,105,1.1,-0.2,-6,103,1.2,6,2,-5,-3
COc1cccc(Oc2cn[nH]c2-c2ccc(O)cc2O)c1,89,1.1,-0.1,-1,91,1.9,1,16,-3,9
COc1ccnc(CSC(N)=Nc2ccccc2OC)c1,96,1.2,-0.3,5,108,2.6,-5,7,0,-7
CCCOC(=S)Nc1ccccc1,99,1.1,0.0,-8,98,-0.8,8,8,-4,2
NC(=S)N=Nc1c(O)n(Cc2ccc(Br)cc2)c2ccccc12,109,1.1,-0.2,58*,96,2.4,-58,-12,-7,5
CCOC(=O)N1CCN(S(=O)(=O)c2ccc(OCC(=O)OC)c(Cl)c2)CC1,106,1.2,-0.1,3,101,3.1,-3,-4,4,-1
CC12CCC(C(=O)N(CC(=O)O)C1=O)C2(C)C (stereo unspecified),90,0.94,0.1,5,100,0.1,-5,17,-8,0
NC(=O)c1ncc(C(F)(F)F)cc1Oc1cccc(F)c1,102,1,-0.5,-2,102,-1.3,2,4,-9,-3
CC/C(=N\NC(=O)CSCc1ccccc1Cl)c1ccc2c(c1)OCCO2,102,1.4,-0.1,1,100,7.5,-1,-3,-9,0
CC(C)Cc1nnc(NC(=O)CCC(=O)NC2CCCc3ccccc32)s1 (stereo unspecified),100,1.1,-0.3,-1,94,4.5,1,-5,-1,6
O=C(NCCc1ccc(Cl)cc1)C1CCC(CNc2nc(=S)[nH]c3ccccc23)CC1 (stereo unspecified),96,1.3,-0.4,-6,109,1.6,6,6,-5,-11
CCC(C)NC(=O)CN(c1cc(Cl)ccc1OC)S(C)(=O)=O (stereo unspecified),103,0.79,-0.2,-14,94,1.8,14,0,-3,7
Cc1csc2ncc(C(=O)Nc3ccccc3Cl)c(=O)n12,.,2,-0.1,-54,131*,6.3,54,.,-4,-36
COc1ccc(CSCCNC(=S)Nc2ccccc2)cc1Cl,99,1.4,-0.2,-4,95,2.9,4,5,-4,3
O=C(c1ccc2c(c1)OCO2)N1CCN(c2ncccn2)CC1,92,1.1,-0.5,-3,96,1.4,3,12,-10,5
# Going on with the list.
SMILES,STAT3 activator,NF-kB expr up,Hsp70 act,APP 5UTR inh,STAT1 act,RAM inhibit,APP 5'UTR act,STAT3 blocker,FLuc inhib CS,STAT1 blocker
CCOC(=O)c1c(NC(=O)C2C3C=CC(C3)C2C(=O)O)sc2c1CCCC2 (stereo unspecified),93,1.2,-0.2,2,103,1.2,-2,10,-8,-3
O=C(Cc1n[nH]c(=O)c2ccccc12)NCc1ccccn1,99,0.99,0.0,-12,97,0.8,12,4,-2,3
CCC(Sc1nc2cc3c(cc2c(=O)n1Cc1ccco1)OCO3)C(=O)NCCOC (stereo unspecified),100,0.71,-0.1,-11,94,1.4,11,4,-6,6
CC(C)C(OC(=O)CCC(=O)Nc1nccs1)C(=O)NC1CCCCC1 (stereo unspecified),92,1.4,-0.1,10,95,3.8,-10,12,-4,4
CCc1ccc2oc(C(=O)NCc3ccncc3)c(C)c2c1,65,1.1,0.1,14,99,0.0,-14,43,-3,6
COc1ccc(/C=N/Nc2ncnc3sc(C)c(C)c23)cc1,96,1.1,-0.5,-7,102,0.4,7,6,-1,-3

# Filtered by structure, the compounds so far containing bromine (2)
SMILES,STAT3 activator,NF-kB expr up,Hsp70 act,APP 5UTR inh,STAT1 act,RAM inhibit,APP 5'UTR act,STAT3 blocker,FLuc inhib CS,STAT1 blocker
CCOC(=O)CN1C(c2ccccc2O)Nc2ccc(Br)cc2C1c1ccccc1 (stereo unspecified),100,0.93,-0.2,13,94,1.4,-13,0,-3,6
NC(=S)N=Nc1c(O)n(Cc2ccc(Br)cc2)c2ccccc12,109,1.1,-0.2,58*,96,2.4,-58,-12,-7,5

# 3 records picked at random from those above, as already listed:
SMILES,STAT3 activator,NF-kB expr up,Hsp70 act,APP 5UTR inh,STAT1 act,RAM inhibit,APP 5'UTR act,STAT3 blocker,FLuc inhib CS,STAT1 blocker
CC(C)C(OC(=O)CCC(=O)Nc1nccs1)C(=O)NC1CCCCC1 (stereo unspecified),92,1.4,-0.1,10,95,3.8,-10,12,-4,4
COc1ccc(/C=N/Nc2ncnc3sc(C)c(C)c23)cc1,96,1.1,-0.5,-7,102,0.4,7,6,-1,-3
CCC(Sc1nc2cc3c(cc2c(=O)n1Cc1ccco1)OCO3)C(=O)NCCOC (stereo unspecified),100,0.71,-0.1,-11,94,1.4,11,4,-6,6

# Screening data deposited in PubChem BioAssay by several laboratories.
